Avidin bead fluor: compound fluoresces at 488/530 nm on avidin beads; fluorescence (KMESF) at 10 µM; AID 1775; actives 0.38% (n = 220,000); compound fluorescence 488/530 nm, flow cytometry; stronger effect = higher value; in the data active means fluorescence above about 47; further: inactives centre near 10
Rab7 wt modul: modulators of GTP binding to dog Rab7 wildtype GTPase | actives 0.055% (n = 190,000) | GTP binding activity (percent of control), % at 10 µM | GST-Rab7 beads, fluorescent GTP binding, flow cytometry; actives lie on both sides; untreated = 100%, excess cold GTP = 0%;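 active means fluorescent GTP binding to Rab7 beads changed by at least 20 points from the 100% baseline, either direction, mostly lower; inconclusive means compound itself probably fluorescent, or too few beads counted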;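 further: median green fluorescence of bound Bodipy-FL-GTP per Rab7 bead population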
Mcl1-Noxa inh: disrupts binding of human Mcl-1 to Noxa peptide. TR-FRET Mcl-1/Noxa peptide binding, 2 h. AID 1022. actives 1.5% (n = 220,000). inhibition, % at 21.7 µM;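 active means compounds that cut the protein-peptide binding signal by more than 50% relative to plate controls in a single-dose test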;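 further: His-tagged Mcl-1 with rhodamine Noxa BH3 peptide and terbium anti-His antibody; 0% = Mcl-1 plus Noxa peptide wells and 100% = peptide-only wells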
ABCB1 block: inhibitors of human ABCB1 transporter, ABCG2 counter-screen | P08183 | CCRF-Adr cells, JC-1 efflux, flow cytometry | inhibition, % at 6.6 µM | actives 0.067% (n = 190,000) | AID 1326; in the data active means inhibition above about 40%;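 further: 0% = vehicle and 100% = reference inhibitor; higher value means more JC-1 retained so stronger ABCB1 efflux block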
Target sequence (P08183 whole entry, looked up): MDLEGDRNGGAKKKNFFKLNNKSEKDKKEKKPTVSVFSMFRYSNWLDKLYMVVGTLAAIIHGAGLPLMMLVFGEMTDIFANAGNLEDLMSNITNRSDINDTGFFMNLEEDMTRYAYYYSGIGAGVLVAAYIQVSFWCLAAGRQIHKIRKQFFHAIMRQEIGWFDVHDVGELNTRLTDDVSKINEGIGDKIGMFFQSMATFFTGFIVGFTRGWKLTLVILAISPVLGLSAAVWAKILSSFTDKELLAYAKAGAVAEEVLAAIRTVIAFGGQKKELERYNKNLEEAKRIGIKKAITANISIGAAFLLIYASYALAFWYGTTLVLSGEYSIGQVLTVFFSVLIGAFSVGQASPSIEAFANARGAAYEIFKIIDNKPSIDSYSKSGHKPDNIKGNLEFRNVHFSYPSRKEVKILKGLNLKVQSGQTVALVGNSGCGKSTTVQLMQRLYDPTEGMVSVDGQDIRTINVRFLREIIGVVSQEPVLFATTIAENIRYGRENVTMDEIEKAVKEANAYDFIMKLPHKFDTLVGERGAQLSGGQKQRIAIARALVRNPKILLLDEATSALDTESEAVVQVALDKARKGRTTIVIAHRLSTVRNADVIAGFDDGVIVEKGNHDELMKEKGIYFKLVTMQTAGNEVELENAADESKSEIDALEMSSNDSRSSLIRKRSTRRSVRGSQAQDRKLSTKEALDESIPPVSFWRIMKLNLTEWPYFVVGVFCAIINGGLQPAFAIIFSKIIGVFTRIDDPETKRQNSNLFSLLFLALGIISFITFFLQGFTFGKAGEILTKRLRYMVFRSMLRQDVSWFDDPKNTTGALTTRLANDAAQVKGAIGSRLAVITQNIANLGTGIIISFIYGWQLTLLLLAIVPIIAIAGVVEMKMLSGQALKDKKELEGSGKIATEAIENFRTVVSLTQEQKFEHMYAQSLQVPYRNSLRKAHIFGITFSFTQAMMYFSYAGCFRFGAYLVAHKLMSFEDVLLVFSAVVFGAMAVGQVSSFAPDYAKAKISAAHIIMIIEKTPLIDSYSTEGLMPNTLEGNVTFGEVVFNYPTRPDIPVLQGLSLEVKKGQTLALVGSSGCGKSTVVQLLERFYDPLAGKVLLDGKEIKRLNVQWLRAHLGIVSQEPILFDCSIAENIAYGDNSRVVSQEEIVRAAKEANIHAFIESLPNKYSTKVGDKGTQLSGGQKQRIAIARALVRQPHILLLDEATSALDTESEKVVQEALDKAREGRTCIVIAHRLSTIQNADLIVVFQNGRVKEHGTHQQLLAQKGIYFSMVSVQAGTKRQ
Pf gamet viab: P. falciparum stage V gametocyte viability inhibition; P. falciparum stage V gametocytes, ATP luminescence, 24 h; inhibition, % at 10.9 µM; AID 743093; actives 0.065% (n = 150,000);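 active means inhibition above the mean plus 3 SD of compounds within the control limits, set per campaign, cut at about 38% in these data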;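 further: 0% = DMSO wells and 100% = medium only without gametocytes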
ABCG2 block: blocks JC-1 efflux by human ABCG2 transporter. inhibition, % at 6.6 µM. actives 0.1% (n = 190,000). AID 1325. Q9UNQ0. IgMXP3 cells, flow cytometry;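 active means inhibition above 80%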;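 further: 0% = DMSO and 100% = nicardipine control wells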
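Test system: ABCG2 IgMXP3 and barcoded ABCB1 CCRF-Adr cell mix; Schedule: cells with compound and JC-1, 10 min at 25 °C, rotating, no wash; Technique: flow cytometry of retained JC-1 fluorescence; Measure: % inhibition of efflux relative to nicardipine and DMSO; Controls: nicardipine high and DMSO low controls.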
Rac1 wt GTP bind: alters GTP binding to wildtype human Rac1 | GTP binding activity (% of control), % at 10 µM | actives 0.27% (n = 190,000) | AID 757 | GST-Rac1 beads, fluorescent GTP binding, flow cytometry; actives lie on both sides; 0 = cold GTP competed, 100 = untreated;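 active means GTP binding activity at least 20 points away from the 100% control level, either lower or higher; inconclusive means compound flagged as likely green fluorescent, judged across all proteins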
Rab2 wt GTP: changes GTP binding to wildtype dog Rab2A, up or down; P61105; GST-Rab2 wt beads, Bodipy-GTP binding, flow cytometry; GTP binding activity, % at 10 µM; actives 0.19% (n = 190,000); AID 760;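 active means GTP binding activity at least 20 points away from 100%, either lowered or raised; inconclusive means signal likely due to the compound's own green fluorescence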;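 further: 0% = beads with excess unlabeled GTP and 100% = no-compound control corrected for plate trend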
Rac1 act GTP bind: alters GTP binding to activated mutant human Rac1. P63000. GST-Rac1 activated beads, fluorescent GTP binding, flow cytometry; actives lie on both sides; 100% means binding = to untreated wells. percent activity (GTP binding), % at 10 µM. actives 0.11% (n = 190,000);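 active means GTP binding at least 20 percentage points away from the 100% baseline, in either direction, so actives lie on both sides; inconclusive means Compound likely fluorescent itself, or too few beads counted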
HRas wt GTP: modulators of GTP binding to human HRas wildtype; P01112; GST-Ras wt beads, Bodipy-FL-GTP binding, flow cytometry; actives lie on both sides; GTP binding activity, % at 10 µM; actives 0.14% (n = 190,000); AID 759;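 active means GTP binding activity at least 20% away from the 100% baseline, either lowered as inhibitor or raised as activator; inconclusive means flagged as likely green fluorescent, judged across all proteins in the well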;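 further: 0% = unlabeled GTP competition control and 100% = no-compound control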
Cdc42 wt GTP: human Cdc42 wildtype GTP binding change, either direction; P60953; GST-Cdc42 beads, Bodipy-GTP binding, flow cytometry; actives lie on both sides; percent activity (GTP binding), % at 10 µM; actives 0.2% (n = 190,000); AID 761;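 active means percent activity GTP binding at least 20 points away from the 100% baseline, either down as inhibitor or up as activator; inconclusive means compound flagged as likely green fluorescent from well-wide comparison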;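 further: median bead fluorescence of bound Bodipy-FL-GTP at 100 nM; 0% = excess unlabeled GTP control and 100% = no compound control; below 100% means less GTP binding so inhibitor and above means activator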
Active calls of the source: *; ? = inconclusive; . = no result given. Outcome played no part in choosing rows, and some 2.3% of all compounds hit somewhere here.

Every second line gives: ABCB1 block	Rab2 wt GTP	HRas wt GTP	Avidin bead fluor	ABCG2 block	Cdc42 wt GTP	Pf gamet viab	Rac1 wt GTP bind	Rac1 act GTP bind	Mcl1-Noxa inh	Rab7 wt modul
O=C(CCC1CCCCC1)Nc1c2c(nn1-c1ccc(F)cc1)CS(=O)(=O)C2
 : 0.6	101.0	102.0	9	1.8	101.0	-3.7	101.0	99.0	-4.5	103.0
CC(/C=N/Nc1nc(N2CCCCC2)nc(N2CCCCC2)n1)=C\c1ccccc1
 : 1.2	98.0	97.0	20	25.5	94.0	.	97.0	95.0	16.5	102.0
Cc1ccc2cc(CN(CCCO)S(=O)(=O)c3cccc4nsnc34)c(=O)[nH]c2c1
 : 0.1	102.0	102.0	6	5.0	103.0	-11.0	112.0	103.0	5.6	99.0
COC(=O)CCCNC(=O)c1ccccn1
 : 0.3	101.0	102.0	229*	1.3	97.0	0.7	99.0	96.0	-4.3	106.0
Cc1nn(Cc2cccc(F)c2)c(C)c1NC(=O)c1c([N+](=O)[O-])c(C)nn1C
 : 0.4	99.0	101.0	5	2.4	103.0	.	101.0	98.0	-20.4	100.0
COC(=O)c1c(NC(NC(=O)CC(C)C)C(Cl)(Cl)Cl)sc2c1CCC2 (stereo unspecified)
 : 3.3	101.0	100.0	15	9.0	97.0	.	103.0	100.0	14.4	97.0
Nn1c(SCC(=O)NC2CCCCC2)nnc1-c1ccc(Cl)cc1
 : 0.3	98.0	99.0	31	14.9	100.0	.	104.0	99.0	15.1	98.0
COc1ccc(S(=O)(=O)NCc2cccs2)cc1
 : -0.5	102.0	100.0	4	3.8	101.0	-2.1	103.0	101.0	-0.5	102.0
Cc1ccc(CCNC(=O)c2coc3nc4ccccc4nc23)cc1
 : 0.2	98.0	99.0	38	0.4	100.0	.	96.0	97.0	-18.3	100.0
CNC(=S)NNC(=O)c1ccccc1Br
 : 0.0	99.0	98.0	4	-1.4	99.0	-3.5	107.0	98.0	5.7	102.0
CC(C)COc1ccc(N)cc1OCC(C)C
 : 0.8	105.0	102.0	7	14.4	105.0	9.7	104.0	97.0	27.6	107.0
CCOc1ccccc1NC(=O)c1cc(Cl)ccc1NC(=O)c1ccco1
 : 0.4	?	?	13	5.7	?	.	?	?	-0.2	?
Oc1ccccc1/C=N/Nc1ncc(Br)cn1
 : 0.5	96.0	98.0	4	4.1	98.0	-13.8	106.0	99.0	-24.9	96.0
COc1ccc(-c2oc3ccccc3c(=O)c2OC(=O)c2ccc(C)cc2)cc1
 : 0.9	96.0	97.0	2	7.0	96.0	5.0	98.0	99.0	-346.7	94.0
CCCC(=O)NC(=S)Nc1cccc(-c2nc3ncccc3o2)c1
 : 0.2	99.0	96.0	7	3.0	96.0	-43.7	99.0	95.0	-7.7	106.0
Cc1ccc(-n2nnc3c(=O)n(Cc4ccccn4)cnc32)cc1C
 : -0.2	88.0	91.0	8	0.4	91.0	.	93.0	90.0	-1.8	93.0
CCCN(CCC)CCNS(=O)(=O)c1ccc2c(c1)oc(=O)n2C
 : 0.1	?	?	4	-0.2	?	-6.4	?	?	-4.3	?
CCC(Oc1ccc2c(c1)C(=O)CC(C)(C)O2)C(=O)NCCN1CCCCCC1 (stereo unspecified)
 : 0.2	99.0	100.0	10	-0.2	102.0	.	101.0	99.0	27.5	101.0
CNC(=S)N/N=C/c1cn(Cc2c(F)cccc2Cl)c2ccccc12
 : -0.1	?	?	4	-1.8	?	.	?	?	-42.9	?
Cc1cc(-n2[nH]c(C)c(C)c2=O)nc(-c2ccccc2O)n1
 : -0.9	98.0	100.0	4	0.1	99.0	.	101.0	96.0	-16.5	99.0
COc1ccc(COC(=O)Nc2c(SC)nsc2SC)cc1
 : 1.7	99.0	95.0	23	1.3	100.0	19.0	97.0	101.0	4.0	98.0
Cc1nn(C)c(C(=O)NNC(=O)Nc2cccc(C(F)(F)F)c2)c1Cl
 : 1.0	100.0	95.0	9	9.2	101.0	3.0	92.0	92.0	15.0	97.0
CCN=c1scc(C)n1/N=C/c1cc(Br)c(O)c(Br)c1
 : -1.3	93.0	95.0	24	-2.2	90.0	-4.4	94.0	92.0	72.7*	101.0
O=C(NN=C1CCCCCC1)C(=O)Nc1cccc(Br)c1
 : 0.1	99.0	98.0	1	0.8	98.0	3.5	103.0	99.0	26.0	99.0
COc1ccccc1-c1nnc(N)s1
 : 0.4	97.0	96.0	11	4.2	94.0	-12.6	96.0	96.0	-17.2	101.0
CC(=O)OC[C@H]1COc2ccc3ccccc3c2[C@H]1N(C)C(C)=O
 : 0.5	101.0	95.0	9	1.4	96.0	.	100.0	97.0	1.9	95.0
CCN1CCCn2c1nc1c2c(=O)n(C)c(=O)n1C
 : 4.1	100.0	99.0	8	15.0	98.0	3.2	98.0	101.0	-6.9	94.0
Cn1c(=O)[nH]c(=O)c2c1nc(NCCCO)n2CCOc1ccccc1
 : 0.2	95.0	94.0	12	0.4	96.0	.	97.0	98.0	-2.6	96.0
O=C(NCc1cccnc1)c1cnc2sccn2c1=O
 : 0.8	100.0	101.0	22	3.2	103.0	.	105.0	101.0	-17.1	101.0
CCOc1ccc(-n2cnnn2)cc1S(=O)(=O)NCc1ccccc1
 : -0.6	95.0	98.0	14	-1.8	97.0	.	95.0	92.0	-0.6	98.0
Brc1ccc(-c2nnc3n2CCCCC3)cc1
 : 0.6	95.0	95.0	7	5.2	96.0	5.0	90.0	93.0	.	95.0
CCOC(=O)c1ccc(NC(=O)NCCN2CCCCC2)cc1
 : 1.0	99.0	98.0	16	3.5	99.0	3.5	101.0	100.0	-16.0	101.0
NC(=O)CSc1nc(-c2ccccc2)nc2c1CCCC2
 : 0.4	95.0	95.0	13	8.0	96.0	13.7	105.0	96.0	8.1	96.0
COc1ccccc1N(CC(O)Cn1ccnc1C)S(=O)(=O)c1ccc(C)cc1 (stereo unspecified)
 : -0.1	97.0	95.0	11	0.2	95.0	.	96.0	93.0	-5.5	102.0
CC(C)(C)NC(=O)Cn1c(SCC(=O)N2CCCCCC2)nc2ccccc21
 : 0.6	99.0	99.0	20	4.0	97.0	.	99.0	97.0	16.9	101.0
CCCc1nnc(NC(=O)C(C)N2C(=O)C3C4C=CC(C4)C3C2=O)s1 (stereo unspecified)
 : 0.8	100.0	101.0	27	7.3	103.0	.	104.0	101.0	17.6	98.0
COc1ccc(/C=N/NC(=O)c2ccccc2)cc1CN1CCN(c2ccc(F)cc2)CC1
 : 6.5	99.0	100.0	23	2.0	102.0	-18.8	101.0	98.0	13.4	98.0
CCc1ccc2[nH]c(=O)c(CN(Cc3nnnn3C3CCCC3)C3CCCCC3)cc2c1
 : 2.7	105.0	106.0	17	3.3	105.0	.	103.0	99.0	-3.4	102.0
CCc1cc(OCCOCCN(C)C)ccc1Cl
 : 3.3	102.0	100.0	8	10.9	101.0	-11.3	103.0	99.0	17.9	101.0
Cc1cc(C)nc(SCc2nnc(SCC(=O)OC3CCCCC3)o2)n1
 : 1.1	102.0	99.0	12	11.3	104.0	-10.0	100.0	99.0	-0.9	98.0
O=C(Cc1ccc([N+](=O)[O-])cc1)N1CCCc2ccccc21
 : 1.2	103.0	102.0	.	5.2	100.0	10.5	98.0	96.0	17.2	104.0
O=C(Nc1ccc(S(=O)(=O)NCc2cccnc2)cc1)c1ccco1
 : 0.6	96.0	97.0	15	1.5	98.0	.	98.0	97.0	4.5	94.0
CCN(CC)c1ccc(/C=N/NS(=O)(=O)c2cccc([N+](=O)[O-])c2)cc1
 : -0.2	97.0	95.0	6	-0.8	101.0	.	100.0	95.0	25.1	99.0
NS(=O)(=O)c1ccc(CCN=Cc2ccccc2O)cc1
 : 0.0	100.0	102.0	13	-1.4	104.0	10.7	105.0	99.0	1.1	106.0
CCn1c(SCC(=O)OCc2ccccc2)nnc1-c1ccco1
 : 0.5	101.0	100.0	27	2.2	101.0	.	100.0	100.0	28.1	100.0
Cc1cnc(C(=O)N2CCCC(C(=O)c3ccc(C(F)(F)F)cc3)C2)cn1 (stereo unspecified)
 : -0.1	101.0	98.0	15	0.3	100.0	-14.8	100.0	97.0	-5.5	99.0
Cc1ccc2[nH]c3c(=O)n(Cc4ccncc4)cnc3c2c1
 : 0.0	101.0	101.0	6	-1.1	101.0	.	102.0	99.0	-8.3	102.0
CCOC(=O)C1(CCc2ccccc2)CCN(C(=O)CCc2cnn(C)c2)CC1
 : 0.8	98.0	96.0	4	-1.8	97.0	.	100.0	94.0	3.6	107.0
CCOC(=O)NC1(NCC(C)C)Oc2ccccc2O1
 : 0.2	99.0	103.0	8	-0.7	103.0	-16.1	107.0	102.0	-0.7	99.0
Cc1ccc(NC(=O)C(=O)NC2CCCCC2)cc1
 : 0.3	102.0	104.0	18	2.1	108.0	7.8	113.0	103.0	3.8	103.0

Source: PubChem BioAssay
